KB-3-1 cytotox: KB-3-1 parental cell cytotoxicity; AID 1347075; actives 1.4% (n = 400,000); Potency, µM (series often up to 46.1 µM), for the others: at the highest dose activity change, negative = cytotoxic, usual class: cytotoxic; KB-3-1 viability, CellTiter-Glo ATP luminescence, 72 h; also: potency is read from the fitted curve at half-maximal effect; % is scaled to controls: 0 for no effect and ±100 for the full control effect; nearly all actives have a fitted effect of over 60% in size
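Cytotoxicity in the drug-sensitive parental line KB-3-1 was scored as loss of CellTiter-Glo luminescence following 72 h incubation with compound. Values come from curve fitting of normalized concentration-response data.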
D3 ag: activates the human D3 dopamine receptor. D3R DiscoveRx beta-arrestin cells, luminescence, 90 min. max activation, %. actives 0.58% (n = 410,000). AID 652048; in the data active = max activation above about 30%; also: 0% is about no effect; mostly tested at two doses, the higher about 12 µM
Target sequence (P35462 whole entry, looked up): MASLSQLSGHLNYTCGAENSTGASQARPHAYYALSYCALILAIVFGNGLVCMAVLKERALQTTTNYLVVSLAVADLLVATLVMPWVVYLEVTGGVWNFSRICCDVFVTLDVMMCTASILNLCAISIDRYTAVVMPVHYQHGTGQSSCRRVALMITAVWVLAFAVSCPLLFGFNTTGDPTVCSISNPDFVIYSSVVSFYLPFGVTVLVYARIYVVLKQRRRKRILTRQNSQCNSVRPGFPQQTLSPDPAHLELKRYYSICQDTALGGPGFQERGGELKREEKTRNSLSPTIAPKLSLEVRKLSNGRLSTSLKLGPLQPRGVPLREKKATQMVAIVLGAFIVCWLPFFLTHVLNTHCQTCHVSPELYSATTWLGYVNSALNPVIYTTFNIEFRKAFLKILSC
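Agonist mode: compounds and dopamine controls were applied to plated cells for 90 min at 37 degrees C after an overnight attachment at 1500 cells/well. Luminescent read-out followed 30 - 60 minutes at room temperature with DiscoveRx detection reagent.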
DRD3 antagonist: blocks the human D3 dopamine receptor; max response, negative = inhibition, %; actives 2.5% (n = 360,000); D3R cells, DiscoveRx beta-arrestin luminescence, antagonist mode; active compounds read low; AID 652054; P35462; in the data active = max response below about -50%; inconclusive = no clear call, values can overlap the other calls; also: % is scaled to controls: 0 for no effect and ±100 for the full control effect; mostly tested at two doses, the higher about 12 µM
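Cells expressing the human receptor were seeded at 1500 cells/well, incubated overnight at 37 degrees C in 5% CO2, then exposed to library compounds with dopamine controls for 90 minutes at 37 degrees C before luminescent detection.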
HT1080 IDH1KD tx: toxicity to HT-1080 IDH1 knockdown cells (counter line). HT-1080 IDH1 knockdown viability, ATP luminescence, 48 h. Potency, µM (titrated, usually from 46.1 µM), inactives show top-dose activity, negative = toxicity, actives largely listed as cytotoxic. actives 2% (n = 360,000);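 also: potency is read from the fitted curve at half-maximal effect; 0% = DMSO wells and -100% = cell-free medium wells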
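% activity derives from luminescence (CellTiter-Glo), normalised to DMSO and no-cell wells. HT-1080-IDH1KD cells, 750/well, had 48 h compound exposure at 37 °C.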
KB-V1 MDR tox: kills drug-selected multidrug resistant KB-V1 cells. Potency, µM (titrated, usually from 46.1 µM), for the others: top-dose activity change, negative = cytotoxicity, most hits filed as cytotoxic. KB-V1 MDR cells viability, CellTiter-Glo, 72 h. actives 3.4% (n = 400,000); also: potency is read from the fitted curve at half-maximal effect; % is scaled to controls: 0 for no effect and ±100 for the full control effect; nearly all actives have a fitted effect of over 60% in size
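Cells of the MDR subline KB-V1 are plated, dosed with compound at multiple concentrations, and incubated 72 h at 37 degrees C; CellTiter-Glo is then added and luminescence read after 10 min.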
GLP-1R agonist: GLP-1 receptor (human) agonism | P43220 | HEK293 GLP-1R CRE-luciferase, luminescence, 4-6 h; cells express a hypersensitive GLP-1R form | Potency, µM (top dose mostly 45.6 µM), for the others: at the highest dose activation, hits mostly activators | actives 0.007% (n = 380,000) | AID 624172; also: potency is read from the fitted curve at half-maximal effect; % of control where 0% means no effect
Target sequence (P43220 whole entry, looked up): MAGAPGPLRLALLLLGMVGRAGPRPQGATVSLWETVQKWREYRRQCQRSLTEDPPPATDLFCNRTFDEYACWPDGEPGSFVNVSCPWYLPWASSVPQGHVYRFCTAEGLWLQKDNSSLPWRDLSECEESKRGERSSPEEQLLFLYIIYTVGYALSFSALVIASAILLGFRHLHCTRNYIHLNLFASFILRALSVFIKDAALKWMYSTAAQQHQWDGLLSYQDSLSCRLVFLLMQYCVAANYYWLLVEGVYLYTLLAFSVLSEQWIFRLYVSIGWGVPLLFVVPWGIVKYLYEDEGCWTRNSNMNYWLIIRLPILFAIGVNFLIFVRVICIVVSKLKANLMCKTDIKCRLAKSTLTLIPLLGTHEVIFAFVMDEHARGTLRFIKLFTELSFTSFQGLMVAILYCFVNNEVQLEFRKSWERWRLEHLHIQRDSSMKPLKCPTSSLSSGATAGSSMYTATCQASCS
IL-1B inflam inh: inflammasome signaling inhibition, IL-1 beta readout | THP-1 LPS/ATP IL-1B secretion, AlphaLISA, 16 h; active compounds read low | activity change, % at 57.5 µM | actives 4.7% (n = 360,000) | AID 743279; in the data active = activity change below about -50%; inconclusive = mostly about -30% to -49%; also: % is scaled to controls: 0 for no effect and ±100 for the full control effect
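Secreted IL-1B measured by AlphaLISA bead assay after 16 h compound exposure of THP-1 cells; compounds (final up to 57.5 uM) added 1 h before LPS (250 ng/mL) and ATP (1.25 mM) stimulation; lower signal means less secretion.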
SW480 rereplic: induces DNA re-replication in SW480 colon adenocarcinoma cells; SW480 DNA re-replication, Hoechst DNA content imaging, 48 h; Potency, µM (doses to about 46.1 µM), for inactives: top-dose re-replication activation, usual class: activators; actives 1.8% (n = 340,000); AID 624297; also: potency is read from the fitted curve at half-maximal effect; % of control where 0% means no effect; nearly all actives have a fitted effect of over 55% in size
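Compounds, transferred as 23 nL by pin tool, were incubated with cells for 48 hr; DNA content per nucleus was then quantified by Hoechst staining and fluorescence plate imaging.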
HT1080-NT tox: kills 2HG-producing HT-1080-NT fibrosarcoma cells | HT-1080-NT fibrosarcoma viability, CellTiter-Glo ATP luminescence, 48 h | Potency, µM (highest dose often 46.1 µM), inactives show top-dose activity, negative = less viability, actives largely listed as cytotoxic | actives 1.6% (n = 360,000) | AID 686970;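 also: NT is the 2HG producing partner of a matched IDH1 knockdown line; potency is read from the fitted curve at half-maximal effect; 0% = DMSO-treated cells and -100% = media-only wells without cells; nearly all actives have a fitted effect of over 55% in size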
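Fibrosarcoma NT cells, 750 per well in 5% FBS RPMI, were exposed to compound for 48 hours. Viability: CellTiter-Glo luminescence.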
Numbers without * were called inactive; i = inactive; ? = inconclusive; nt = no result given; [ ] = another dose, or the depositor's remark. Unless noted, calls follow the shape of the dose curve; as a rule, active = well fitted curve in the direction sought with a large enough effect; inconclusive = small, poorly fitted or top-dose-only effect, or another doubt; inactive = no such curve, though single readings can be large; an effect the other way counts as inactive or inconclusive.

SMILES	KB-3-1 cytotox	D3 ag	DRD3 antagonist	HT1080 IDH1KD tx	KB-V1 MDR tox	GLP-1R agonist	IL-1B inflam inh	SW480 rereplic	HT1080-NT tox
CCC(C)[C@H](N)c1nnc(SCC(=O)Nc2ccc(C)cc2C)o1 (some centres not stated)	19%	-5	3	15%	0%	-3%	5	4%	8%
COC1=CC(=O)OC(c2ccc(C#N)cc2)C1 (configuration not stated)	1%	2	-5	1%	-5%	nt	0	nt	4%
N#C/C(=C\c1c(N2CCC(C(N)=O)CC2)nc2ccccn2c1=O)S(=O)(=O)c1ccc(Cl)cc1	-9%	-11	2	-2%	-8%	12%	7	1%	-2%
S=c1[nH]nc(-c2ccccc2)n1C1C=CCCC1 (configuration not stated)	5%	-3	-55*	5%	-1%	2%	13	0%	10%
Cc1sc[n+](CC(=O)c2ccc(Br)cc2)c1C	-6%	-5	-17	11%	4%	-3%	-20	18%	20%
CC(C)Oc1ccc(S(=O)(=O)N2CCOCC2)cc1NC(=O)C1CCCC1	3%	1	10	2%	3%	13%	5	5%	-3%[9.24 µM]
Cc1cccc(CN2C[C@]34CC[C@@H](C[C@@H]3S2(=O)=O)O4)c1	17%	-18	6	1%	13%	8%	22	-6%	2%
CNCc1ccccc1OCc1ccc(F)cc1	-8%	2	-20	10%	?	-1%	-25	7%	0%
Cc1ccc(S(=O)(=O)N2CCOCC2)cc1C(=O)N1C(=O)c2cccc(N)c2C1=O	-7%	-3	8	-1%	-5%	3%	-8	4%	-1%
CC(=O)N1CCN(c2cc(-c3ccccc3)nc3cc(-c4cccc(Cl)c4)nn23)CC1	?	3	23	1%	22%	-6%	3	nt	4%
CC(=O)c1c(C)[nH]c(C(=O)CSc2nnc(C)s2)c1C	12%	8	14	8%	-28%	8%	30	-9%	13%
Cc1ccc2[nH]c3c(c2c1)CN(C(C)C)CC3	11%	-20	?	-1%	0%	1%	-7	2%	-6%
N=c1c(C(=O)NC2CCCCC2)cc2c(=O)n3ccccc3nc2n1CCc1ccccc1	-1%	-4	-14	2%	-20%	9%	40	2.3µM*	-1%
O=C(NCCN1CCOCC1)/C(=C/c1ccc(F)cc1)NC(=O)c1ccccc1	0%	-30	?	-26%	-22%	9%	-4	3%	-4%
O=C(OCc1c(-c2ccccc2)ncc2ccccc12)c1cccc(Br)c1	1%	1	?	8%	?	11%	-18	-3%	3%
O=C(O)/C(=C\c1cccs1)Sc1nnc(-c2ccc(F)cc2)o1	-2%	7	25	-19%	-19%	-2%	-8	?	-13%
CCOC(=O)C1=NNC2(CC(=O)N(c3cccc(C)c3)C2=O)C1 (configuration not stated)	10%	-2	25	-3%	0%	-2%	38	-8%	3%
CC(=O)Nc1ccc(CN2CCN(C3CCCCC3)C(CCO)C2)cc1 (configuration not stated)	1%	5	18	12%	?	-2%	-10	-4%	2%
O=C(Cn1nnc(-c2ccc(F)cc2)n1)OCC(=O)c1ccccc1	6%	-4	6	2%	0%	16%	21	-8%	-2%
Cc1ccc(C(=O)NNC(=O)C2CCN(c3ncccn3)CC2)cc1	?	0	-2	-7%	-3%	2%	0	-18%	4%
Cn1c(C(O)C(O)c2ccccc2)nc2ccccc21 (configuration not stated)	6%	2	-21	-2%	?	9%	0	-4%	2%
COc1cccc(NC(=O)C2(S(=O)(=O)c3ccc(Cl)cc3)CC2)c1	-4%	-8	3	-1%	-30%	14%	16	-3%	7%
O=C(CN1C(=O)/C(=C\c2ccc(F)cc2)Oc2ccccc21)NCc1ccco1	-1%	16	23	11%	1%	-14%	7	1%	13%
CC(=O)Nc1cccc(-c2nc3ccc(NC(C)=O)cc3[nH]2)c1	7%	5	11	-1%	?	-8%	10	-8%	3%
Cc1ncc(CN2CCCC(C(=O)Nc3ccc(-c4cccc(F)c4)cc3)C2)n1C (configuration not stated)	?	-9	?	?	?	-16%	?	?	?

The list continues:
SMILES	KB-3-1 cytotox	D3 ag	DRD3 antagonist	HT1080 IDH1KD tx	KB-V1 MDR tox	GLP-1R agonist	IL-1B inflam inh	SW480 rereplic	HT1080-NT tox
CCCCN1C(=O)NC(c2cccc([N+](=O)[O-])c2)C(C(=O)OCC)=C1C (configuration not stated)	-2%	-26	35	1%	?	-2%	7	-3%	0%
CCc1cc(C(=O)N(CC)CC(=O)Nc2ccc(OC)cc2)sc1C	8%	-11	-7	2%	18µM*	-3%	-5	9%	-1%
CCc1cc(CC)c(/C=N/NC(N)=O)c(CC)c1/C=N/NC(N)=O	-28%	10	12	-25%	0%	13%	35	0%	-23%
CCOc1ccc2cc(/C=C/C(=O)c3ccco3)c(Cl)nc2c1	?	-4	-4	9%	?	-9%	?	16µM*	-18%
CC1(C)Cc2nc(Cl)c(C(=O)O)cc2CO1	-14%	-5	-9	-5%	-6%	0%	-10	0%	-5%
O=C(CCN1C(=O)/C(=C/c2ccccc2)SC1=S)NCCCN1CCOCC1	0%	6	0	-4%	1%	-4%	-59*	-4%	-5%
Nn1c(SCC(=O)Nc2ccc(F)cc2)nnc1C1CCCCC1	11%	1	-4	-2%	-3%	-6%	-1	-11%	0%
COc1ccc(CNC(=O)C(=O)NCC2CCCN2S(=O)(=O)c2ccccc2)cc1 (configuration not stated)	2%	-3	2	1%	-18%	12%	-15	-103%[inhibitor]	9%
CCOc1ccc(S(=O)(=O)N2CCN(Cc3ccccc3)CC2)c2cccnc12	-10%	-1	5	-11%	?	8%	?	11%	-16%
CCCCOC(=O)/C(=C/C=C/c1ccccc1)NC(=O)c1ccccc1	12%	6	29	6%	?	16%	?	1%	4%
CCOC(=O)Nc1ccc2c(c1)N(C(=O)CCN1CCOCC1)c1ccccc1S2=O (configuration not stated)	?	-4	-15	-22%	?	-10%	-63*	5.8µM*	?
CN(C)CCC(O)(c1ccccc1)c1ccccc1	2%	-8	-28	3%	7%	-10%	-2	8%	-19%
Cc1ccc(CSc2nnc(Nc3ccc(C)cc3)s2)cc1	-3%	13	-28	-4%	?	12%	9	0%	-15%
Cc1ccc(S(=O)(=O)N/N=C\C=C\c2ccccc2)cc1	10%	-6	-9	1%	-9%	4%	-5	?	-3%
COc1ccccc1-n1nnnc1SCC(=O)Nc1cc(C)on1	-24%	3	-6	5%	-13%	2%	-9	3%	5%
CCC(CC)c1nnc(NC(=O)[C@@H](NC(=O)c2cccc(C)c2)C(C)C)s1	4%	15	7	5%	0%	9%	15	1%	4%
Nc1ccccc1NC(=O)CCn1c(=S)[nH]c2ccccc2c1=O	-1%	-8	-19	0%	-5%	1%	40	-11%	-7%
O=S(=O)(N1CCCCC1)N1CCN(S(=O)(=O)N2CCCCC2)CC1	6%	2	0	2%[9.24 µM]	8%	-12%	12	-1%	13%
C#CC1(O)CCC2C3CCc4cc(O)cc(C)c4C3CCC21C (configuration not stated)	nt	-20	-9	-13%	nt	1%	2	0%	0%
Cc1ccccc1OCCSc1nnc(-c2cccnc2)n1N	-7%	0	3	-6%	-20%	-4%	12	18%	2%
COc1ccc(O)c(-c2c(-c3ccc(Cl)cc3)n[nH]c2C)c1	-1%	-1	1	-27%	-4%	4%	-29	?	0%
Cc1cccc(C)c1NC(=O)CS(=O)CC(=O)Nc1ccc(F)cc1F (configuration not stated)	4%	2	11	5%	16%	1%	0	-3%	16%
O=C(Nc1ccc(N2CCOCC2)cc1)C1CCN(S(=O)(=O)Cc2ccccc2)CC1	3%	-5	20	1%	6%	5%	15	8%	1%
CCn1c(CSc2ncccn2)nnc1SCC(=O)N1CCc2ccccc21	2%	7	-14	-5%	3%	5%	8	-11%	5%
CCC1(C(=O)c2ccc(Cl)cc2)C2c3ccccc3OC(=O)C21C(=O)Nc1ccccc1 (configuration not stated)	-2%	-5	-4	-12%	1%	0%	57	-10%	-14%

Record cards, from the list above:
Listed for Cc1ccccc1OCCSc1nnc(-c2cccnc2)n1N → KB-3-1 cytotox: -7%; D3 ag: 0; DRD3 antagonist: 3; HT1080 IDH1KD tx: -6%; KB-V1 MDR tox: -20%; GLP-1R agonist: -4%; IL-1B inflam inh: 12; SW480 rereplic: 18%; HT1080-NT tox: 2%
Listed for O=C(Nc1ccc(N2CCOCC2)cc1)C1CCN(S(=O)(=O)Cc2ccccc2)CC1 → KB-3-1 cytotox: 3%; D3 ag: -5; DRD3 antagonist: 20; HT1080 IDH1KD tx: 1%; KB-V1 MDR tox: 6%; GLP-1R agonist: 5%; IL-1B inflam inh: 15; SW480 rereplic: 8%; HT1080-NT tox: 1%
Listed for O=C(CCN1C(=O)/C(=C/c2ccccc2)SC1=S)NCCCN1CCOCC1 → KB-3-1 cytotox: 0%; D3 ag: 6; DRD3 antagonist: 0; HT1080 IDH1KD tx: -4%; KB-V1 MDR tox: 1%; GLP-1R agonist: -4%; IL-1B inflam inh: -59*; SW480 rereplic: -4%; HT1080-NT tox: -5%

Following part:
SMILES	KB-3-1 cytotox	D3 ag	DRD3 antagonist	HT1080 IDH1KD tx	KB-V1 MDR tox	GLP-1R agonist	IL-1B inflam inh	SW480 rereplic	HT1080-NT tox
CCC(C)c1ccccc1N1CC(C(=O)Nc2cccc(S(=O)(=O)N3CCOCC3)c2)CC1=O (configuration not stated)	-29%	-1	-3	1%	4%	-4%	i	2%	-2%
FC(F)(F)Oc1ccccc1C(c1nnnn1C1CCCCC1)N1CCN(C/C=C/c2ccccc2)CC1 (configuration not stated)	-26%	-16	-78*	?	0%	0%	-27	nt	-26%
CN(C)c1cc[nH]c(=O)c1C#N	6%	1	3	-2%	?	6%	4	-1%	-1%
O=C(N/C(=C\c1ccccc1Cl)C(=O)N1CCOCC1)c1ccc([N+](=O)[O-])cc1	-4%	-2	1	0%	-33%	7%	-3	3%	-12%
Cc1ccc(SCC(=O)Nc2cc(C)on2)cc1	9%	4	-2	1%	5%	-7%	26	-10%	8%
O=c1oc(-c2ccc([N+](=O)[O-])cc2)nc2ccc(O)cc12	5%	-8	-28	-3%	16%	0%	-68*	5%	0%
O=C(NC(=S)N1CCOCC1)c1ccc([N+](=O)[O-])cc1	2%	-2	-21	-5%	-20%	0%	27	0.65µM*	0%
N#CCSc1nnc(-c2ccc3c(c2)OCO3)o1	20%	5	4	26%	?	-1%	-21	-15%	9%
